Screening data as filed in PubChem.
ANO1 activ: activates or potentiates the mouse TMEM16A chloride channel; AID 623877; actives 0.3% (n = 340,000); HEK293 TMEM16A/YFP-H148Q/I152L, iodide quench fluorescence; hits give low values; B-score at 10 µM;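 active = fluorescence-ratio B-score plate-corrected deviation score at least 3 library SD below zero, with starting fluorescence score within 5 deviations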;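 also: channel opened by trigger with iodide after compound preincubation; score built on the fluorescence ratio of max minus min over baseline; more negative score means more quench and so TMEM16A activation or potentiation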
KCNQ1 block: human KCNQ1 channel inhibition | P51787 | CHO-K1 KCNQ1, FluxOR thallium flux fluorescence; hits give high values | B-score at 10 µM | actives 1.3% (n = 310,000) | AID 2642;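 active = compounds whose thallium flux B-score, printed positive for inhibition, exceeds three library SD while starting fluorescence stays within three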;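 also: channel opened by potassium depolarization with thallium stimulus after 20 min compound exposure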
KCNK9 inh: inhibitors of human KCNK9 two-pore domain potassium channel. Q9NPC2. HEK293 KCNK9, FluxOR thallium flux fluorescence; hits give low values. B-score at 10 µM. actives 1.2% (n = 310,000);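 active = ratio B-score over 3 SD below the library mean, with starting fluorescence within 5 SD of its mean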;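 also: negative B-score means less thallium flux so channel inhibition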
Target sequence (Q9NPC2 whole entry, looked up, the tested form may be a part): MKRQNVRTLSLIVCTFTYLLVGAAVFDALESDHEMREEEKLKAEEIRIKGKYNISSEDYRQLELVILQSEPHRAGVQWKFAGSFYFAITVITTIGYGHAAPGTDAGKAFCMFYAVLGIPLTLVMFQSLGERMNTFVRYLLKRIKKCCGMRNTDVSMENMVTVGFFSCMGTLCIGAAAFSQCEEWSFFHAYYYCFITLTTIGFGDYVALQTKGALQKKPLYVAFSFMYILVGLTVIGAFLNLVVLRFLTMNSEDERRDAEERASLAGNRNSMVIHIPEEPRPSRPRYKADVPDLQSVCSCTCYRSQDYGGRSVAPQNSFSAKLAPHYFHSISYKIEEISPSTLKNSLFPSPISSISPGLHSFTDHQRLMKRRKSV
RGS4 block: human RGS4 inhibition | P49798 | B-score at 10 µM | AID 463165 | HEK293 M3R/RGS4 inducible, Fluo-4 calcium flux; hits give high values; triggered by carbachol at its EC20 | actives 0.45% (n = 310,000);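 active = B-score, a plate-corrected calcium signal, over three deviations above library mean, with baseline fluorescence within five deviations of library mean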;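 also: RGS4 expression induced by doxycycline in cells with stable M3 receptor; B-score is computed from the integrated fluorescence ratio over baseline after carbachol; higher B-score means a larger calcium signal and so more RGS4 inhibition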
RGS4 pot: potentiators or activators of RGS4. HEK293 M3R/inducible RGS4, carbachol calcium flux Fluo4; hits give low values. B-score at 10 µM. actives 0.92% (n = 310,000). AID 463111;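 active = B-score of the integrated calcium signal more than 4 SD below the library mean, with starting fluorescence not abnormally high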;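 also: negative B-score means reduced calcium response which marks RGS4 activation or potentiation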
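test system = M3R-expressing HEK293 line, RGS4 induced by doxycycline | probe or stimulus = carbachol at ECmax as muscarinic agonist stimulus | timing = dye loading 30 min 37 °C, buffer rest 30 min RT | signal = calcium dye Fluo4 fluorescence | evaluation = B score from integrated fluorescence ratio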
ANO1 block: mouse TMEM16A channel inhibition, primary screen | actives 1.2% (n = 310,000) | normalized B-score (activity score, 25-100; higher = stronger inhibition) at 10 µM | AID 588511 | HEK293 TMEM16A/YFP iodide influx fluorescence, ionomycin;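 active = ratio plate-corrected score three or more library SD toward inhibition, starting fluorescence score within five deviations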;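 also: score derived from kinetic fluorescence span divided by baseline fluorescence per well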
KCNK3 inh: human KCNK3 channel inhibition, primary screen | actives 0.84% (n = 340,000) | B-score at 10 µM | CHO-KCNK3 thallium flux, FluxOR fluorescence; hits give low values | AID 602410;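 active = B-score under library mean minus 4 SD, starting fluorescence ratio at most library mean plus 5 SD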;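 also: more negative B-score means stronger inhibition of thallium flux through KCNK3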
Target sequence (O14649 whole entry, looked up): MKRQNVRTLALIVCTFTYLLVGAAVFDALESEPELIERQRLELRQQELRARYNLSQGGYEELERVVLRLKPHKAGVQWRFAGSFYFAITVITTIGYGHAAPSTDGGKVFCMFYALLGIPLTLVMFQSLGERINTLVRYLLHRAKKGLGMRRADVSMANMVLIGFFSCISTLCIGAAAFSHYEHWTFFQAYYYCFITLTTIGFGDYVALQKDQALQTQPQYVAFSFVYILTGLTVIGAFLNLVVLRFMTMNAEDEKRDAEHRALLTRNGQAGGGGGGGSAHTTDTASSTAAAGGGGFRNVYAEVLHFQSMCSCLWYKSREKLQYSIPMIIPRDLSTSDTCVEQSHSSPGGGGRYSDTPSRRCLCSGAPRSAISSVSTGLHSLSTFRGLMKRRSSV
hERG rescue: compounds protecting human hERG from proarrhythmic drug block. Q12809. AID 1511. CHO-hERG, FluxOR thallium flux, dofetilide IC70 present. actives 0.51% (n = 310,000). activation (rescue from dofetilide block), less the hit threshold, % at 10 µM;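 active = activation above the mean of controls blocked by dofetilide plus 5 SD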;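 also: thallium influx through hERG after potassium depolarization seen as dye fluorescence rise; in these data hits start at about 4.7%; inactives centre near -7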
MrgX1 PAM: human MrgX1 positive allosteric modulation, primary screen; actives 0.63% (n = 310,000); MrgX1-HEK293, Fluo-4 calcium flux, FDSS; hits give high values; B-score at 10 µM;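 active = plate-corrected calcium response at least 3 library SD above typical, normal starting fluorescence, not activating the receptor alone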;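 also: compound read alongside a low EC10 to EC30 dose of BAM8-22 agonist; peak minus trough fluorescence over baseline measured at the second addition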
KCNQ1 act: human KCNQ1 channel potentiation or activation | CHO-K1 KCNQ1, thallium flux FluxOR fluorescence; hits give high values | actives 0.35% (n = 310,000) | B-score at 10 µM | P51787;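 active = fluorescence ratio B-score, a plate-corrected score, at least three library SD, with initial intensity B-score within 5 SD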
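System: CHO-K1 cells stably expressing KCNQ1 / Medium: assay buffer for compound exposure, DMSO matched across wells / Reagent: thallium- and potassium-containing depolarizing buffer / Compound: one concentration, matched DMSO / Incubation: 20 min compound pretreatment at room temperature / Measured by: kinetic FluxOR fluorescence, 10 s baseline plus 110 s post-stimulus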
MrgX1 ag: human MrgX1 receptor agonism, primary screen | AID 588627 | Q96LB2 | MrgX1-HEK293 cells, Fluo-4 calcium fluorescence, agonist mode; hits give high values | B-score at 10 µM | actives 0.44% (n = 310,000);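 active = calcium response B-score plate-corrected fluorescence ratio at least 3 library SD, with starting fluorescence B-score inside 5 SD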
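times = overnight plating, then 30 min 37 °C plus 30 min room-temperature dye loading | assay system = stable human MrgX1 HEK293 cell line | input = fifteen thousand cells per well | signal = kinetic calcium dye fluorescence, Fluo-4 NW | dosing = compound delivered in addition one of three | read-out = B-scored fluorescence response ratio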
Starred values were filed as active, the others as inactive; i = inactive.

SMILES	ANO1 activ	KCNQ1 block	KCNK9 inh	RGS4 block	RGS4 pot	ANO1 block	KCNK3 inh	hERG rescue	MrgX1 PAM	KCNQ1 act	MrgX1 ag
CC(C)C(=O)N1CCN(c2ccc(NC(=O)COc3ccccc3[N+](=O)[O-])cc2)CC1	i	i	i	i	i	i	i	-19	i	i	i
c1cncc(-c2nc(NCC3COc4ccccc4O3)c3ccccc3n2)c1 (stereo not drawn)	i	i	i	i	i	i	i	-21	i	i	i
COCc1cc(C)nc(SCC(=O)Nc2cc3c(cc2C#N)OCO3)c1C#N	i	i	i	i	i	i	i	-3	i	i	i
Cc1ccc(C(=O)Nc2cccc(S(=O)(=O)N3CCOCC3)c2)cc1[N+](=O)[O-]	i	i	i	i	i	i	i	-8	i	i	i
CCCN(CCC)S(=O)(=O)c1ccc(NC(=O)COc2ccccc2)cc1	i	i	i	i	i	i	i	-12	i	i	i
COc1ccc(OC)c(CNC(=O)c2nn(C)c3c2CS(=O)(=O)c2ccccc2-3)c1	i	i	i	i	i	i	i	-3	i	i	i
Cc1cc(S(=O)(=O)N2CCCC2)ccc1OCC(=O)NCc1ccco1	i	i	i	i	i	i	i	-2	i	i	i
O=C(NC1CCCCC1)N1CCN(c2ncccn2)CC1	i	i	i	i	i	i	i	-12	i	i	i
Cn1c(SCC(=O)Nc2ccc(NC(=O)c3cccs3)cc2)nnc1-c1ccncc1	i	i	i	i	i	i	i	-12	i	i	i
Cc1nnc(NC(=O)c2c(-c3ccccc3)noc2C)s1	i	i	i	i	i	i	i	-4	i	i	i
COc1ccc(CCC(=O)NCc2cn3ccc(C)cc3n2)cc1	i	i	i	i	i	i	i	-6	i	i	i
O=S(=O)(NC1CCc2ccccc21)c1ccc(S(=O)(=O)N2CCCC2)cc1 (stereo not drawn)	i	i	i	i	i	i	i	-5	i	i	i
CCOc1ccc(-n2nnnc2SCC(=O)Nc2ccc(NC(C)=O)cc2)cc1	i	i	i	i	i	i	i	-7	i	i	i
O=C(O)c1ccc(N/N=C2/CCSc3ccc(F)cc32)cc1	i	i	i	i	i	i	i	-4	i	i	i
CCOC(=O)C1Nc2ccc(OC(F)(F)F)cc2C2C=CCC12 (stereo not drawn)	i	i	i	i	i	i	i	1	i	i	i
Cc1nc(-c2ccc(C(=O)NCCO)cc2)cs1	i	i	i	i	i	i	i	-12	i	i	i
CCCn1c(=O)c2ccccc2n2c(SCC(N)=O)nnc12	i	i	i	i	i	i	i	-4	i	i	i
COc1ccc(OC)c(/C=N/n2c(-c3n[nH]c4c3CCC4)n[nH]c2=S)c1	i	i	i	i	i	i	i	-7	i	i	i
CCOc1ccc(C(=S)N2CCOCC2)cc1	i	i	i	i	i	i	i	-7	i	i	i
O=c1cc(O)n(-c2ccc(F)cc2)c(=S)[nH]1	i	i	i	i	i	i	i	-9	i	i	i
CC1CCc2nn(CC(=O)NC3CCCC3)cc2C1 (stereo not drawn)	i	i	i	i	i	i	i	-2	i	i	i
O=C(CSc1nnc2ccccn12)NNC(=O)c1ccccc1	i	i	i	i	i	i	i	-10	i	i	i
CCCCN(CC)CCCNC(=S)Nc1ccc2nc(N3CCN(C)CC3)cc(C)c2c1	i	i	i	i	i	i	i	-16	i	i	i
O=C(CSc1nnc(CNC(=O)c2cccs2)o1)Nc1ccc2c(c1)OCO2	i	i	i	i	i	i	i	-4	i	i	i
COC(=O)c1ccccc1NS(=O)(=O)c1cn(C)c(=O)n(C)c1=O	i	i	i	i	i	i	i	-10	i	i	i
CC(C)(CNC(=O)c1ccccc1NS(C)(=O)=O)N1CCCCC1	i	i	i	i	i	i	i	-3	i	i	i
C/C(=N\N(c1ccccc1)c1ccccc1)c1ccc(O)cc1	i	i	i	i	i	i	i	-11	i	i	i
Cc1ccc2nc(/C=C/c3cccc(F)c3)ccc2c1	i	i	i	i	i	i	i	-5	i	i	i
O=C(Nc1ccc(Br)cn1)c1ccc2nccnc2c1	i	i	i	i	i	i	i	-7	i	i	i
CCCc1nnc(NC(=O)CCC(=O)NCc2ccccc2Cl)s1	i	i	i	i	i	i	i	-7	i	i	i
COCCNC(=S)N(CCO)Cc1cc2cc3c(cc2[nH]c1=O)OCCO3	i	i	i	i	i	i	i	-7	i	i	i
O=C(Nc1ccc(S(=O)(=O)N2CCCC2)cc1)c1ccc([N+](=O)[O-])cc1	i	i	i	i	i	i	i	-4	i	i	i
CCCN(CCC)CCCNC(=O)C1CCN(S(=O)(=O)c2cccc3nsnc23)CC1	i	i	i	i	i	i	i	-2	i	i	i

Not a retest: an excerpt of the list.
SMILES	ANO1 activ	KCNQ1 block	KCNK9 inh	RGS4 block	RGS4 pot	ANO1 block	KCNK3 inh	hERG rescue	MrgX1 PAM	KCNQ1 act	MrgX1 ag
CC(C)C(=O)N1CCN(c2ccc(NC(=O)COc3ccccc3[N+](=O)[O-])cc2)CC1	i	i	i	i	i	i	i	-19	i	i	i
c1cncc(-c2nc(NCC3COc4ccccc4O3)c3ccccc3n2)c1 (stereo not drawn)	i	i	i	i	i	i	i	-21	i	i	i
COCc1cc(C)nc(SCC(=O)Nc2cc3c(cc2C#N)OCO3)c1C#N	i	i	i	i	i	i	i	-3	i	i	i
Cc1ccc(C(=O)Nc2cccc(S(=O)(=O)N3CCOCC3)c2)cc1[N+](=O)[O-]	i	i	i	i	i	i	i	-8	i	i	i
CCCN(CCC)S(=O)(=O)c1ccc(NC(=O)COc2ccccc2)cc1	i	i	i	i	i	i	i	-12	i	i	i
COc1ccc(OC)c(CNC(=O)c2nn(C)c3c2CS(=O)(=O)c2ccccc2-3)c1	i	i	i	i	i	i	i	-3	i	i	i
Cc1cc(S(=O)(=O)N2CCCC2)ccc1OCC(=O)NCc1ccco1	i	i	i	i	i	i	i	-2	i	i	i
O=C(NC1CCCCC1)N1CCN(c2ncccn2)CC1	i	i	i	i	i	i	i	-12	i	i	i
Cn1c(SCC(=O)Nc2ccc(NC(=O)c3cccs3)cc2)nnc1-c1ccncc1	i	i	i	i	i	i	i	-12	i	i	i
Cc1nnc(NC(=O)c2c(-c3ccccc3)noc2C)s1	i	i	i	i	i	i	i	-4	i	i	i
COc1ccc(CCC(=O)NCc2cn3ccc(C)cc3n2)cc1	i	i	i	i	i	i	i	-6	i	i	i
O=S(=O)(NC1CCc2ccccc21)c1ccc(S(=O)(=O)N2CCCC2)cc1 (stereo not drawn)	i	i	i	i	i	i	i	-5	i	i	i
CCOc1ccc(-n2nnnc2SCC(=O)Nc2ccc(NC(C)=O)cc2)cc1	i	i	i	i	i	i	i	-7	i	i	i

Complete entries, quoted from the list.
Cc1ccc2nc(/C=C/c3cccc(F)c3)ccc2c1 is listed as ANO1 activ = i; KCNQ1 block = i; KCNK9 inh = i; RGS4 block = i; RGS4 pot = i; ANO1 block = i; KCNK3 inh = i; hERG rescue = -5; MrgX1 PAM = i; KCNQ1 act = i; MrgX1 ag = i
O=S(=O)(NC1CCc2ccccc21)c1ccc(S(=O)(=O)N2CCCC2)cc1 (stereo not drawn) is listed as ANO1 activ = i; KCNQ1 block = i; KCNK9 inh = i; RGS4 block = i; RGS4 pot = i; ANO1 block = i; KCNK3 inh = i; hERG rescue = -5; MrgX1 PAM = i; KCNQ1 act = i; MrgX1 ag = i
